# MsrA act: activators of bovine methionine sulfoxide reductase A | purified bovine MsrA, absorbance read-out | activation, % at 10.6 µM | actives 0.3% (n = 360,000); in the data active = activation above about 7.5%;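 note: 0% = vehicle and 100% = reference activator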
# NRP1-CendR mod: modulators of CendR peptide binding to human neuropilin-1; O14786; FAM-RPARPAR peptide binding to NRP-1, fluorescence polarization; inhibition, % at 25 µM; actives 0.85% (n = 360,000);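 active = inhibition or corrected inhibition above about 18%, plus a signal ratio from 0.5 to 1.5, limit read from the data, passing the limit was not always enough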; note: strong numbers were not always called active
# Rin1 Abl inh: blocks binding of human Rin1 to Abl. TR-FRET Rin1/Abl binding, biochemical. inhibition, % at 7.35 µM. actives 0.4% (n = 360,000); in the data active = inhibition above about 5%, passing the limit was not always enough
# FAS-TE inh: FAS thioesterase (human) inhibition | recombinant FAS-TE, OMFH fluorogenic substrate, fluorescence endpoint | inhibition, % at 15 µM | actives 0.67% (n = 360,000);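 active = compounds whose normalised, plate-corrected inhibition of enzyme fluorescence in the single-dose primary screen is 50% or more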;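 note: 0% = DMSO with enzyme and 100% = substrate without enzyme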
# E coli Lon inh: inhibitors of E. coli Lon protease; purified E. coli Lon protease, fluorescence polarization; inhibition, % at 7.94 µM; actives 0.42% (n = 360,000); AID 602123; in the data active = inhibition above about 13%, passing the limit was not always enough;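 note: 0% = enzyme with probe and DMSO and 100% = no enzyme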
# MsrA inhibitor: inhibitors of bovine MsrA; AID 651718; purified bovine MsrA, absorbance read-out; inhibition, % at 15.5 µM; actives 0.75% (n = 360,000); in the data active = inhibition above about 4.5%;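 note: 0% = vehicle wells with enzyme and 100% = reference inhibitor wells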
# SKN-1 inh: C. elegans SKN-1 inhibition; C. elegans VP596 Pgst-4::GFP/RFP ratio, acrylamide-induced, 24 h; AID 624304; inhibition, % at 21.8 µM; actives 0.49% (n = 360,000);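 active = interference check ratio from 0.5 to 1.5 plus GFP to RFP signal ratio inhibition reaching or exceeding a fixed threshold, cut at about 30% in these data, passing the limit was not always enough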; note: some compounds called inactive have numbers as strong as hits
# Neddylation inh: inhibitors of human cullin neddylation | actives 0.58% (n = 360,000) | TR-FRET cullin neddylation, biochemical | AID 651699 | calls only at 25 µM | P61081+Q13564; in the data active = inhibition above about 36%
# MT1-MMP act inh: inhibitors of human MT1-MMP activation. P50281. HT1080 RFP-PRO-GFP cells, GFP/RFP ratio fluorescence, overnight; percent of plate control window, DMSO zero. GFP/RFP ratio change, % at 20 µM. actives 0.061% (n = 360,000). AID 651647;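 active = GFP/RFP ratio change of at least 30% with cell ATP level not reduced by more than half and red fluorescence within 50% of control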; note: strong numbers were not always called active
#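 Assay system: HT1080 RFP-PRO-GFP cells | Dosing: 20 µM single dose, 1% DMSO | Incubation: Cells overnight before dosing, compound overnight, 37 °C, 5% CO2 | Evaluation: GFP/RFP fluorescence ratio | Control set: DMSO-only wells and HT1080 RFP-L50D-GFP cell wells as references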
# * hit, by the source's call; i = inactive; . = no result given; + = active, no number.
SMILES,MsrA act,NRP1-CendR mod,Rin1 Abl inh,FAS-TE inh,E coli Lon inh,MsrA inhibitor,SKN-1 inh,Neddylation inh,MT1-MMP act inh
CC(C)C(C)NC(=O)COc1ccc(S(=O)(=O)N2CCOCC2)cc1Cl (configuration not stated),-9.4,-4.1,1.1,-4.6,2.8,0.9,1.6,i,3.4
CCO[C@@H]1OC(C(=O)N2CCN(C)CC2)=C[C@H](C2CCCCC2)[C@H]1CCCO,-1.4,-8.6,2.1,-8.9,-11.3,0.4,21.3,i,2.8
Cc1cc(NC(=O)CN(C)S(=O)(=O)c2ccc(-c3ccc(=O)[nH]n3)s2)ccc1Br,-6.0,4.4,-1.5,-1.5,-2.9,1.1,-10.9,i,-3.0
CC(C)(C)NC(=O)CC1C[C@H](C(=O)N2CCOCC2)[C@@]2(C)c3[nH]c4ccccc4c3CCN2C1=O (some centres not stated),-2.0,7.8,-3.1,-5.5,-0.8,-0.2,-7.6,i,-1.0
O=C(CN1CCN(Cc2ccccc2Cl)CC1)N=Nc1c(O)[nH]c2ccccc12,-3.2,-15.7,-2.5,-6.0,2.2,0.8,-0.8,i,-3.9
CC(=O)c1ccc(OCc2cc(C(=O)N3CCCCC3c3cccnc3)no2)cc1 (configuration not stated),-0.2,5.5,1.8,-4.9,-8.2,1.4,10.1,i,4.3
COc1ccc(C(=O)CCC(=O)N2CCN(c3ccc(C)cc3)C(C)C2)cc1 (configuration not stated),-1.7,4.5,-2.7,3.5,4.0,0.4,3.1,i,2.0
CC(=O)N(Cc1cccc(Br)c1)c1ccc(N2CCOCC2)c(Cl)c1,-2.5,6.9,-4.2,8.1,7.9,-0.3,8.4,i,5.6
C=CCOc1ccc(C2C(C(=O)c3cccs3)=C(O)C(=O)N2c2nnc(C)s2)cc1 (configuration not stated),-10.5,143.0,-0.6,-83.5,13.3,-1.6,-48.9,i,-105.9
CC1CN(C(=O)c2ccc(NS(=O)(=O)c3cccc(Cl)c3)cc2)CC(C)O1 (configuration not stated),-1.7,11.8,3.1,-8.0,3.5,0.1,16.0,i,-0.1
NC(=O)CSc1nnc(COc2ccc3ccccc3c2)o1,-3.5,-0.7,-1.9,-3.8,-0.2,-0.6,-5.1,i,2.9
CCOC(=O)c1cnn(-c2cc(C)nc3c(-c4ccccc4)cnn23)c1N,-9.7,6.5,2.8,8.3,1.5,0.9,-37.1,i,0.5
CCn1cc2nc(SCC(=O)Nc3ccc(OC)c(OC)c3)n(Cc3ccc(OC)cc3)c(=O)c2n1,-3.4,-10.7,5.7,-0.8,-12.7,-1.2,9.5,i,-2.3
CCOc1ccccc1CNCc1ccc(F)cc1,-3.5,-0.9,-5.4,1.9,-1.8,0.2,-3.1,i,-0.7
O=C(Nc1cc(S(=O)(=O)N2CCOCC2)ccc1O)c1ccc(NS(=O)(=O)c2ccc(Cl)s2)cc1,-7.1,-19.0,0.8,-8.4,11.3,2.9,-7.2,i,-2.5
COc1ccc(CC(=O)OCC(=O)Nc2ccc(Cl)c(S(=O)(=O)N(C)C)c2)cc1,-0.6,-10.4,-1.1,3.7,4.7,-0.5,-2.4,i,-2.6
Cc1ccc(C(=O)N(C)CC(=O)Nc2ccc(Cl)c(C(F)(F)F)c2)cc1S(=O)(=O)N1CCCCC1,-2.1,11.0,1.4,24.1,15.1,1.6,-3.9,i,4.4
CC(C1CC1)N(Cc1ccccc1)C(=O)NC(=O)c1ccc(F)cc1 (configuration not stated),-6.8,1.3,-5.3,-2.8,1.2,0.9,-2.1,i,-2.9
CCc1cc2c(SCC#N)ncnc2s1,-2.8,3.5,-56.3,-2.9,10.5,0.5,16.6,i,-3.1
CCOc1ccc(OCC)c(NC(=O)CSc2nnc(Cn3cnc4ccccc43)n2C)c1,-1.7,2.7,2.4,-0.3,0.7,-0.8,3.5,i,6.7
COc1ccc(-n2c(C)c(C(C)=O)c3cc(OCC(N)=O)ccc32)cc1,-3.1,-3.1,1.4,5.6,-5.0,0.2,4.8,i,2.0
CCc1nc(SCC(=O)Nc2ccnc3ccccc23)n[nH]1,-3.0,-1.0,3.8,-6.1,1.4,0.3,1.4,i,2.2
Cc1ccc(S(=O)(=O)N2CCN(S(=O)(=O)c3ccccc3)C2)cc1,-0.6,0.1,2.1,1.7,-5.3,-0.3,13.5,i,-3.3
CCN(CC)C(=O)c1cccc(-c2csc(C(C)(O)c3ccc(F)c(F)c3)n2)c1 (configuration not stated),-7.7,5.5,1.9,10.4,-11.8,.,-0.5,i,10.2
CCCC(=O)Nc1cc(C(=O)O)ccc1Sc1ccccc1,-2.4,3.1,-1.3,-3.1,-1.6,-0.6,-0.6,i,3.1
CCOC(=O)c1[nH]c2ccc(C)cc2c1NC(=O)CN1CCCCC1,-9.4,-4.4,-0.9,-3.8,-19.0,0.7,-1.3,i,-5.4
COCCCN1C(=O)C(=O)/C(=C(/O)c2ccc3c(c2)CC(C)O3)C1c1cccnc1 (configuration not stated),-4.7,2.8,-5.1,-4.4,-3.3,2.2,-1.4,i,4.6
COC(=O)[C@H](Cc1ccccc1)NC(=O)[C@@H](N)CC(=O)O,-1.9,-0.8,-3.6,0.4,2.0,-1.7,-2.6,i,-2.0
CC[C@@H](C(=O)[C@@H](C)[C@@H](O)[C@H](C)[C@@H]1O[C@@H]([C@@H](CC)C(=O)O)CC[C@@H]1C)[C@H]1O[C@]2(C=C[C@@H](O)[C@]3(CC[C@@](C)([C@H]4CC[C@](O)(CC)[C@H](C)O4)O3)O2)[C@H](C)C[C@@H]1C,-1.9,7.1,6.8,-5.1,-4.5,1.5,2.6,i,-15.6
c1ccc(-c2cccs2)nc1,-1.8,-1.7,1.1,-5.7,-1.8,-0.7,-7.0,i,0.1
COc1cccc(/C=C/C(=O)OCC(=O)NC(=O)NC2CCCCC2)c1,-1.8,10.6,-3.2,9.4,-1.3,-0.7,5.5,i,0.9
CC(=O)c1ccc(OC2(C)CCN(Cc3ccc4c(c3)OCCO4)C2)cc1 (configuration not stated),-4.0,-7.9,-1.2,-0.7,-5.8,1.1,1.6,i,-1.3
Cc1noc(C)c1S(=O)(=O)N1CCN(c2ccccc2Cl)CC1,1.4,14.3,-3.3,12.2,2.5,1.8,1.5,i,-0.3
COc1cccc(CN(C)CC(=O)Nc2cccc(S(=O)(=O)N(C)c3ccccc3)c2)c1OC,0.6,-4.6,3.7,26.7,-5.1,0.9,-15.0,i,0.5
CCOc1ccc(-c2csc3nc[nH]c(=O)c23)cc1,-1.3,-6.7,0.1,-4.2,-4.5,-0.3,10.1,i,0.8
Cc1ccc(C)c(NC(=O)C2COc3ccccc3O2)c1 (configuration not stated),-3.3,1.8,2.8,1.4,5.1,0.5,11.7,i,0.9
Cc1ccc(CNC(=O)C2CC3Cn4c(nc5cc6ccccc6cc54)C3N2C)o1 (configuration not stated),-2.6,13.9,-2.2,-7.6,-2.3,0.7,-11.0,i,2.3
CCCN(CCC)C(=O)COc1cc(=O)n(CC)c2ccccc12,-2.0,-2.8,0.3,2.3,-1.8,0.0,7.3,i,3.4
CCOC(=O)C(C(=O)NCC1CCCO1)C1CCCCC1 (configuration not stated),-1.8,6.5,-3.3,-4.9,13.0,0.1,8.3,i,-1.2
COc1ccc(C(=O)Cn2c(C)nc([N+](=O)[O-])c2Br)cc1,-2.0,-0.3,1.9,-2.7,2.5,2.2,-3.1,i,1.8

# Shown as labelled records: part of the list above.
CC(=O)c1ccc(OC2(C)CCN(Cc3ccc4c(c3)OCCO4)C2)cc1 (configuration not stated)
  MsrA act = -4.0	NRP1-CendR mod = -7.9	Rin1 Abl inh = -1.2	FAS-TE inh = -0.7	E coli Lon inh = -5.8	MsrA inhibitor = 1.1	SKN-1 inh = 1.6	Neddylation inh = i	MT1-MMP act inh = -1.3

Cc1noc(C)c1S(=O)(=O)N1CCN(c2ccccc2Cl)CC1
  MsrA act = 1.4	NRP1-CendR mod = 14.3	Rin1 Abl inh = -3.3	FAS-TE inh = 12.2	E coli Lon inh = 2.5	MsrA inhibitor = 1.8	SKN-1 inh = 1.5	Neddylation inh = i	MT1-MMP act inh = -0.3

COc1cccc(CN(C)CC(=O)Nc2cccc(S(=O)(=O)N(C)c3ccccc3)c2)c1OC
  MsrA act = 0.6	NRP1-CendR mod = -4.6	Rin1 Abl inh = 3.7	FAS-TE inh = 26.7	E coli Lon inh = -5.1	MsrA inhibitor = 0.9	SKN-1 inh = -15.0	Neddylation inh = i	MT1-MMP act inh = 0.5

# (cont.)
SMILES,MsrA act,NRP1-CendR mod,Rin1 Abl inh,FAS-TE inh,E coli Lon inh,MsrA inhibitor,SKN-1 inh,Neddylation inh,MT1-MMP act inh
Cc1cccc2nc(CNC(=O)CC3C(=O)NCCN3Cc3cccc(F)c3)cn12 (configuration not stated),-3.5,-3.1,3.8,-3.9,-0.5,-1.0,2.7,i,-3.9
CC1CN(S(=O)(=O)c2ccc(C(=O)Nc3nnc(-c4ccco4)o3)cc2)CC(C)O1 (configuration not stated),-3.4,-13.9,2.5,-11.5,-4.0,2.1,-16.3,i,0.7
O=c1c(-c2ccc(Br)cc2)coc2c(CN3CCOCC3)c(O)ccc12,-0.8,-1.4,0.7,-1.8,6.7,1.0,35.2*,.,1.0
CCCCNC(=O)NC1C(NC(=O)NCCCC)N(C)C(=O)N1C (configuration not stated),-3.5,0.2,0.6,-7.3,-6.1,1.2,-8.5,i,0.1
CC(C)C[C@@H]1O[C@H](CCc2ccccc2)Cc2[nH][nH]c(=O)c21,-4.6,-10.3,.,-40.3,2.1,1.1,-10.6,i,10.7
O=[N+]([O-])c1ccc(Sc2ccncn2)c([N+](=O)[O-])c1,4.4,-9.9,-2.3,8.2,-12.5,1.3,23.4,i,18.6
O=C(Cn1c(=O)n(-c2cccc(C(F)(F)F)c2)c(=O)c2sccc21)NCC1CCCO1 (configuration not stated),0.6,0.9,-1.6,-0.5,2.9,1.2,9.6,i,-0.4
CCN1CCCC1CNS(=O)(=O)c1ccc(Br)cc1 (configuration not stated),-1.8,-12.4,1.6,-4.3,-4.0,0.0,10.3,i,-4.0
O=C(CCCOc1ccc(Cl)cc1Cl)NCC1CCCO1 (configuration not stated),-0.3,12.0,0.3,-2.4,2.0,0.0,4.5,i,-1.9
CCN(CC)C(=O)CSc1nc2sc3c(c2c(=O)n1CCCOC)CCC3,-3.5,2.4,-0.2,-1.6,-16.3,-0.2,0.5,i,-0.8
Nc1cc(-c2nn[nH]n2)ccc1F,-12.9,-2.8,0.3,-4.8,-12.1,-0.6,-11.9,i,.
Cc1nc2cc(C(=O)OCC(=O)NC34CC5CC(CC(C5)C3)C4)ccc2n1-c1ccccc1,1.8,-25.5,2.3,23.6,-0.1,0.3,-4.9,i,0.4
Cc1ccc(NC(=O)C2CCCCC2)cc1C,-1.6,-8.9,-0.3,-2.7,-1.2,-0.3,13.1,i,0.4
COc1ccc(OCCCN2CCc3ccccc3C2)cc1,-10.8,6.5,2.9,-6.8,11.3,0.3,-9.9,i,.
COc1ccc(OC)c(NC(=O)CSc2nnc(CNc3ccc(C)cc3C)o2)c1,-2.9,15.1,-2.7,10.2,-5.2,-0.1,-13.1,i,-1.5
O=C(c1ccc(OC2CCN(CCCc3ccccc3)CC2)cc1)N1CCCC1,-6.5,0.7,5.3,-6.9,8.5,0.6,3.2,i,-0.4
COc1cccc2cc(C(=O)N3CCCCCCC3)c(=O)oc12,-2.7,-2.9,-3.6,3.9,1.5,2.0,4.7,i,-0.1
CN=C1S/C(=C\c2ccc(N3CCCC3)c(F)c2)C(=O)N1C,-4.0,-16.2,-2.8,-6.8,-14.8,-0.6,8.0,i,-4.8
COc1ccc(C(=O)Nc2ccc(NC(=O)c3ccccc3)cc2)cc1S(=O)(=O)N1CCOCC1,-0.5,-0.2,-0.5,-3.9,-3.3,-0.4,15.0,+,-5.1
